Assay outcomes as filed in PubChem BioAssay.
DENV2 CPE rescue – inhibitors of DENV2 cytopathic effect, primary screen, cell-based, plate reader, single concentration; DENV2-infected cells, cytopathic effect rescue; CPE inhibition, % at 9.99 µM; 350,000 compounds, 1.7% hits; in the data active = CPE inhibition above about 20%, passing the limit was not always enough; inconclusive = no clear call, values can overlap the other calls; tested in BHK-21 cells;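 also: 0% = median of neutral control wells and 100% = median of positive control wells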
INS-1E GSIS act – GLuc luminescence reporter in INS-1E cells, primary screen for activators of glucose-dependent secretion of insulin; INS-1E GLuc reporter insulin secretion, 2-3 h; 370,000 compounds, 0.61% hits; activation, % at 16.6 µM;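 active = lowest replicate activation of at least 40%, so every replicate reaches that level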;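 also: 0% = median of neutral control wells and 100% = median of IBMX positive control wells; some compounds called inactive have numbers as strong as hits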
EWS-Fli inh – EWS/Fli-driven NR0B1 reporter inhibitors, primary screen, A673 cells, NR0B1 luciferase, luminescence, MLPCN library; viability-normalised; 350,000 compounds, 0.67% hits; inhibition, % at 12.6 µM;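 active = mean inhibition of at least 50% after viability correction, with every replicate also passing that limit; inconclusive = mean reaches 50% but only one of two replicates passes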;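 also: firefly luciferase signal divided by Alamar Blue viability fluorescence both relative to DMSO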
FN deposit inh – inhibitors of fibronectin matrix deposition, primary screen, AH1F cells, Alexa488-fibronectin fluorescence, plate reader. AH1F fibroblasts, overnight. inhibition, % at 12.6 µM. 350,000 compounds, 0.086% hits. AID 743247, 2014;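 active = mean inhibition across replicates of 30% or more, regardless of how many single replicates reach that level; inconclusive = mean under 30% yet at least half of replicates reach 30%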;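 also: positive control wells lacked labelled fibronectin entirely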
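Assay system: AH1F fibroblasts assembling fluorescent fibronectin matrix; Amount: 10000 AH1F cells per well; Buffer or medium: DMEM, 2% serum; Probe or stimulus: Alexa488-fibronectin, 24 nM final in well; Doses: single compound dose, delivered by pin transfer; Incubation: 1 h adhesion, overnight exposure; Measured by: fluorescence 485/525 nm; Read-out: fibronectin deposition inhibition.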
PAX8 inh HTS – inhibitors of PAX8-driven TPO luciferase reporter, primary screen, RMG-I cells, single concentration; SteadyGlo, 24 h; inhibition, % at 12.6 µM; 360,000 compounds, 1.2% hits;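 active = mean replicate inhibition at least 60% with every replicate also reaching 60%; inconclusive = only one of the two criteria is met; inactive = mean below 60% and not all replicates reaching 60%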;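 also: luciferase light reporting Pax8 driven TPO promoter activity; plate controls were median of neutral control wells for no effect and mitoxantrone controls for full effect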
CFTR F508del cor – F508del CFTR correction, initial screen, CFBE line, single point | CFBE cells, YFP halide quenching; stimulated with forskolin plus potentiator P3; % fluorescence drop versus neutral controls | activity (quench increase), % at 7.58 µM | 350,000 compounds, 0.36% hits;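 active = mean added fluorescence quench of at least 8% versus neutral control, with both replicates also reaching 8%; inconclusive = only one of the mean or replicate conditions met; inactive = mean below 8% and not both replicates reaching 8%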;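 also: cells transiently co-express mutant CFTR-F508del with the halide-sensitive YFP; corrector assay measuring rescue of mutant channel to the surface after 24 h compound exposure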
miR122 inh – miR-122 Renilla sensor signal increase in Huh7, primary screen, miR-122 inhibitor project, cell-based, single point, plate reader; Huh7 miR-122 Renilla luciferase sensor, 48 h; neutral wells = 0, positive control = 100; activation (reporter increase), % at 12.5 µM; 340,000 compounds, 0.3% hits; AID 602342, 2012;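 active = mean replicate activation score at least 90 and every replicate individually at or above 90; inconclusive = only one of the two criteria met; inactive = neither criterion met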;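 also: higher luciferase means less miR-122 activity so hits act as miR-122 inhibitors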
The depositor's hits bear a star; ? = inconclusive; . = no result given; & = joins results of further samples; ! = a repeat was not active; [ ] = dose if it differs, or a comment.

SMILES	DENV2 CPE rescue	INS-1E GSIS act	EWS-Fli inh	FN deposit inh	PAX8 inh HTS	CFTR F508del cor	miR122 inh
CC(=O)O[C@@]12CO[C@@H]1C[C@@H](O)[C@@]1(C)C(=O)[C@H](O)C3=C(C)[C@@H](OC(=O)[C@H](O)[C@@H](NC(=O)c4ccccc4)c4ccccc4)C[C@@](O)([C@@H](OC(=O)c4ccccc4)C12)C3(C)C (stereo partly specified)	9	.	55*	.	.	0.0	1
COc1ccccc1N1C(=O)NC(=O)C(CCc2ccncc2)(CCc2ccncc2)C1=O	-2	18	3	.	.	-1.1	3
COC(=O)C1=C(c2cc3ccccc3o2)C[C@@H]2CC[C@H]1N2C	-6	19	3	12	-2	-0.8	-3
OC1CN2CCC(O)C2C(O)C1O (stereo unspecified)	-1	-2	-6	.	.	0.8	.
CC12C=CC(=O)C=C1CC(O)C1C2CCC2(C)C1CCC2(C)O (stereo unspecified)	-1	-7	-5	5	3	2.3	.
O=C(Nc1ccncc1)c1cccn(Cc2ccccc2)c1=O	-4	9	6	8	4	-0.2	.
Cn1c(O)c(/C=N/N2CCOCC2)c(=O)n(C)c1=S	-2	-1	1	-17	10	-1.3	.
CCC(C)n1c(O)c(C=NCCc2ccccc2)c(=O)[nH]c1=S (stereo unspecified)	3	-22	7	3	35	1.5	6
COc1ccc(N=Cc2c(O)n(Cc3ccccc3)c(=S)[nH]c2=O)c(OC)c1	2	10	11	3	-10	-0.7	.
Cc1cc(OCC(=O)NCc2ccncc2)c2c3c(c(=O)oc2c1)CCC3	7	19	.	-5	0	0.7	-6
O=CC(Cl)P(=O)(N1CCOCC1)N1CCOCC1 (stereo unspecified)	9	.	0	5	7	0.6	-4
O=C1NC(=O)C(=Cc2coc3ccc(O)cc3c2=O)C(=O)N1	-1	-17	3	-13	-6	3.3	-2
CN1C(=O)C(=Cc2sc(=O)n(-c3ccccc3)c2N2CCCCC2)C(=O)N(C)C1=O	1	1	10	2	2	-0.9	1
N#CC1=C(N)Oc2cc(O)ccc2C1c1ccc2c(c1)OCO2 (stereo unspecified)	7	16	16	1	7	0.1	-1
CNCC(C)c1ccccc1 (stereo unspecified)	-4	8	-6	.	1	.	.
CC(=NCC1CCCO1)c1c(O)n(-c2ccc(C)cc2)c(=O)[nH]c1=O (stereo unspecified)	.	.	.	-4	-16	.	-11
CN(C)/C=C(\C=[N+](C)C)c1[nH]ncc1[N+](=O)[O-]	-1	6	0	-2	3	0.5	-4
Cc1ccc(C)c(-n2c(C)nc3ccccc3c2=O)c1	-3	20	7	1	-13	3.6	-3
Cn1c(O)c(/C=N/NC(=O)c2ccncc2)c(=O)[nH]c1=S	2	9	8	-12	-9	0.0	-1
O=C(C1CC(c2ccc(F)cc2)=NO1)N1CCC2(CC1)OCCO2 (stereo unspecified)	.	-18	.	-13	-134	.	-9
COc1ccc(-c2nc(CS(=O)CC(=O)N3CCC4(CC3)OCCO4)c(C)o2)cc1 (stereo unspecified)	.	.	.	-11	-5	.	-1
COc1ccc(C(=O)CC(c2ccc3c(c2)OCO3)c2c(O)c3ccccc3oc2=O)cc1OC (stereo unspecified)	?	.	1	-2	-9	0.5	1
CN1CCCCC1c1ccc(-c2cccnc2)nc1 (stereo unspecified)	7	-3	-18	.	.	-1.1	0
O=C1CC(=O)N(Cc2ccccc2)C(=O)N1Cc1ccccc1	3	.	-1	-4	14	-6.3	.
C=Cn1ccnc1P(=S)(c1ccn(C)c1)c1nccn1C=C	-3	-1	-6	.	.	0.5	-3
Clc1ccc(N2CCNCC2)nn1	7	6	11	.	1	-0.2	.
Cc1cccc(CCNCc2cc3cccc(C)c3[nH]c2=O)c1	19	1	3	-1	-6	-1.7	.
Cc1cc(N2CCNC[C@@H]2C)ccc1N1CC[C@@H](O)C1	11	.	-3	4	-10	-2.5	.
CC(OC(=O)c1cn(C)c2ccccc12)C(=O)N(C)c1ccccc1 (stereo unspecified)	13	6	-7	-7	2	0.7	6
C1=C(CCNCc2ccccc2)CCCC1	.	-1	.	5	.	.	-6
CC1CCCCN1Cc1c[nH]c2ccccc12 (stereo unspecified)	6	.	18	5	36	0.5	-1
CC(=O)Cc1ccc(OC(C)C)cc1	3	2	9	-4	13	0.5	.
CCC12C=CCN3CCC4(c5cc(Br)c(OC)cc5N(C)C4C(O)(C(=O)OC)C1OC(C)=O)C32 (stereo unspecified)	.	.	.	-5	1	.	10
CC1C(c2cccs2)=[N+]([O-])C(C)(C(=O)c2ccc(F)cc2)N1O (stereo unspecified)	-9	6	-4	.	.	-3.0	-2
CN(C/N=C(\N)N[N+](=O)[O-])S(=O)(=O)c1ccccc1	-1	6	5	2	-13	0.4	3
Oc1ccc(Cl)cc1Cc1ccccc1	-6	2	9	.	-6	-1.7	.
Cc1cc(=O)oc2c(C)c(OCC(=O)N3CCC(C(=O)O)(c4ccccc4)CC3)ccc12	-6	6	7	.	.	-0.9	-13
CC(C)C(=O)NC(Oc1ccccc1Cl)C(Cl)(Cl)Cl (stereo unspecified)	-2	1	0	2	-7	-2.3	-3
CCOP(=S)(NN(Cc1ccccc1)C(=O)c1ccccc1)OCC	?	-22	1	3	4	2.2	.
O=C1CN(O)C(c2ccccc2Cl)=c2cc(Br)ccc2=N1	-3	8	4	3	1	-0.3	7
CCOP(=S)(OCC)Oc1cc(C)oc(=O)c1	-10	4	4	0	17	-3.1	.
Cc1cc(C)cc(N2C(=O)NC(=O)/C(=C/c3cccn3-c3ccc(Cl)cc3)C2=O)c1	2	-4	32	-5	36	-6.1	.
COc1ccc(CC(=O)Nc2ccc3c(C(F)(F)F)cc(=O)oc3c2)cc1OC	.	4	.	-3	-16	.	.
COc1ccc(NC(=O)C2C3CCC(O3)C2C(=O)O)c(OC)c1 (stereo unspecified)	-3	-64	-10	7	12	-2.7	.
C[C@]12CC[C@@H](O)CC1=CCC1C2CC[C@@]2(C)C1C[C@@H](F)[C@H]2O (stereo partly specified)	33*	.	3	0	3	-1.0	-2
Cc1nn(Cc2ccccc2)c(Cl)c1C(=O)O	7	6	3	7	-5	-1.5	15
Cc1cc(C)n2nc(SCC(=O)N3CCC4(CC3)OCCO4)nc2n1	.	1	.	-1	.	.	5
O=C1NC(=O)N(Cc2ccc(F)cc2)C(=O)/C1=C\c1ccc([N+](=O)[O-])s1	-1	.	19	-10	8	-0.3	-9

Another view of part of the listing above:
mol | DENV2 CPE rescue | INS-1E GSIS act | EWS-Fli inh | FN deposit inh | PAX8 inh HTS | CFTR F508del cor | miR122 inh
Cc1cc(=O)oc2c(C)c(OCC(=O)N3CCC(C(=O)O)(c4ccccc4)CC3)ccc12 | -6 | 6 | 7 | . | . | -0.9 | -13
CC(C)C(=O)NC(Oc1ccccc1Cl)C(Cl)(Cl)Cl (stereo unspecified) | -2 | 1 | 0 | 2 | -7 | -2.3 | -3
CCOP(=S)(NN(Cc1ccccc1)C(=O)c1ccccc1)OCC | ? | -22 | 1 | 3 | 4 | 2.2 | .

(continued)
SMILES	DENV2 CPE rescue	INS-1E GSIS act	EWS-Fli inh	FN deposit inh	PAX8 inh HTS	CFTR F508del cor	miR122 inh
C=CCN1C(=O)/C(=C\c2ccc(N3CCOCC3)o2)C(=O)NC1=S	1	9	-2	.	-16	.	-5
N=C1SCC(=O)N1Cc1ccccc1	6	25	2	7	-2	1.4	0
CNC(=O)Nc1ccc(C(=O)N/N=C\C23CC[C@@H](O)CC2(O)CC[C@@H]2[C@@H]3CCC3(C)C(C4=CC(=O)OC4)CCC23O)cc1 (stereo partly specified)	5	11	-16	-4	1	1.8	-9
c1ccc(N2C3C4CC(C5CCCC54)C32)cc1 (stereo unspecified)	-5	6	1	1	.	2.3	.
CN(C)c1ccc([N+](=O)[O-])c([N+](=O)[O-])c1	1	-1	18	-9	-10	1.4	.
CC(C)OC(=O)Nc1ccc(N=C(N)N[N+](=O)[O-])cc1	6	14	0	2	1	-1.0	-4
O=C1CC[C@@]2(O)[C@H]3Cc4ccc(O)c5c4[C@@]2(CCN3CC2CC2)C1O5 (stereo partly specified)	28*!	9&-13	-7&1	.	.	-3.3&-1.3	.
C[C@H]1O[C@@H](OC2CC[C@]3(C=O)[C@H]4CC[C@]5(C)[C@@H](C6=CC(=O)OC6)CC[C@]5(O)[C@@H]4CC[C@]3(O)C2)CC2OC(C)(C)OC21 (stereo partly specified)	-1	1	71*	17	108*	8.6*	.
O=C1CC(=O)N(c2cccc(C(F)(F)F)c2)C(=O)N1	9	1	-3	-6	-38	5.0	6
O=C1NC(c2cc3ccccc3nc2Cl)Nc2ccccc21 (stereo unspecified)	.	.	3	-9	39	-3.8	-2
CC(C)NC(=O)c1ccc(N2CC3CC(C2)c2cccc(=O)n2C3)c([N+](=O)[O-])c1 (stereo unspecified)	-7	10	2	3	2	.	-3
O=C(O)C1C2c3ccccc3C(c3ccccc32)C1C(=O)Nc1ccccc1 (stereo unspecified)	4	10	-14	20	-4	-2.3	2
COc1ccc(CN2CCCC(C(=O)c3cccc(Cl)c3)C2)cc1 (stereo unspecified)	0	-11	7	0	9	0.2	16
O=[N+]([O-])c1cccc(NP(=O)(Oc2ccccc2)Oc2ccccc2)c1	-7	-48	16	-1	1	-0.2	60
O=C(NCC1=C(c2cccc3ccccc23)C[C@@H]2CC[C@H]1N2Cc1ccco1)c1cccs1	?	-35	1	2	6	4.3	1
CN1CCN(CC#CCOc2ccc(Cl)cc2)CC1	6	.	-23	-5	15	1.7	1
O=C(COc1ccc2ccc(=O)oc2c1)N1CCC(C(=O)O)(c2ccccc2)CC1	-1	.	0	.	.	-3.7	-4
CC12CCC3C(CCC4(O)CC(O)CCC34C=NO)C1(O)CCC2C1=COC(=O)C1 (stereo unspecified)	-10	.	74*	10	109*	1.5	-4
Cc1nn(CC(C)C)c(Cl)c1C(=O)NC1CCCC1	?	19	-4	10	-17	-0.8	-3
CC(NCc1ccccc1Cl)C(O)c1ccccc1 (stereo unspecified)	-2	13	-19	.	.	2.9	2
O=C(CN1CCCCC1)c1cccc(Br)c1	2	.	6	3	39	0.4	1
Cc1nn(Cc2ccccc2)c(C)c1C(=O)NCc1ccccc1F	-3	2	4	17	8	2.6	.
CCc1c(C)nc(N)nc1N1N=C1SC(C(C)=O)C(C)=O	-1	-2	12	10	5	-2.0	4
CC(=NCC1CCCO1)c1c(O)n(C2CCCCC2)c(=O)[nH]c1=O (stereo unspecified)	-5	9	-19	3	6	1.1	-3
O=[N+]([O-])c1ccc(C2[C@H]3C(c4ccccc4)=NC4(CCCC4)N23)cc1 (stereo partly specified)	2	-10	1	14	-24	-0.9	.
CCN(CC)C(=O)c1ccc(NC(=O)c2cccc(F)c2)cc1	.	.	.	4	-23	.	5
COC(=O)C1=C(c2cccc(OC)c2OC)C[C@@H]2CC[C@H]1N2C(=O)NCc1ccccc1	6	1	-17	1	-15	0.8	.
CN1CCN(/N=C/c2c(O)n(C)c(=O)n(C)c2=O)CC1	3	3	-1	3	-2	-0.4	-6
CCN1CCN(c2nc3ccccc3s2)CC1	.	0	-59	.	.	0.5	-9
CN1CCN(c2c(N)c(=O)oc3ccccc23)CC1	3	-1	-6	.	.	1.4	-1
CC(C)CC#Cc1ccc([C@@H]2[C@@H](CO)N3CCCCN(C(=O)Cc4ccccn4)C[C@H]23)cc1	.	-10	-19	.	2	-0.9	-15[16.7 µM]

This is a subset, so the mix of outcomes need not match the whole.
